Compound activity deposited in PubChem by National Center for Advancing Translational Sciences (NCATS).
KAT2A inh – inhibitors of human GCN5L2 histone acetyltransferase; Q92830; GCN5L2 HAT assay, ThioGlo1 CoA-SH fluorescence; Potency, µM (series often up to 58.9 µM), for inactives: at the top dose activity change, negative = inhibition, usual class: inhibitors; 390,000 tested, 0.21% active; AID 504327
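Preincubate 20nM GCN5L2 with compound 15 min, RT → add 50uM ThioGlo1 + 75uM H3(1-25) + 70uM acetyl-CoA → read fluorescence 0 and 20 min. Primary qHTS; fluorescent artifacts likely.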
FEN1 inhibitor – blocks human flap endonuclease 1; 390,000 tested, 0.35% active; Recombinant FEN1 flap cleavage, fluorescence, 15 min; P39748; AID 588795; Potency, µM (doses to about 114 µM), for the others: at the highest dose activity change, negative = inhibition, most hits filed as inhibitors; further: nearly all actives have a fitted effect of over 65% in size
Target sequence (P39748 whole entry, looked up): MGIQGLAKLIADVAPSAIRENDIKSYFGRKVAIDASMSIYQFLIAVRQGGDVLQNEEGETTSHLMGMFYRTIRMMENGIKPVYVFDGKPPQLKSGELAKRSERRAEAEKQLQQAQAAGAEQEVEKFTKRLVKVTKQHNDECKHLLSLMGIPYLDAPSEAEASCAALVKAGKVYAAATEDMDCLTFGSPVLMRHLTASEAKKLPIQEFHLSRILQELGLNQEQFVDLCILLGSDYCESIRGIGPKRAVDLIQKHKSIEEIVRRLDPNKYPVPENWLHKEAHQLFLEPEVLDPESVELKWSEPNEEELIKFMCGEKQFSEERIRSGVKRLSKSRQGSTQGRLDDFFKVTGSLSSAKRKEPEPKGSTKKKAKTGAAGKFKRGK
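Concentration–response screening of FEN1 (10 nM): 15 min compound preincubation at room temperature, reaction started with 50 nM substrate and read at 0 and 15 min. Corrected, normalized data were fitted by a four-parameter Hill equation.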
N370S GC – inhibitors or activators of N370S glucocerebrosidase for Gaucher disease; N370S GC spleen homogenate, 4MU-glucoside fluorescence; Potency, µM (series often up to 59.4 µM), for the others: at the top dose activity change, negative = inhibition, most hits filed as inhibitors; 330,000 tested, 0.092% active;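 further: 0% = full enzyme activity and -100% = no enzyme basal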
Active calls of the source: *; u = inconclusive; x = no result given; & = joins results of further samples. The call rests on the fitted dose curve; in most records, active means well fitted curve in the direction sought with a large enough effect; inconclusive means small, poorly fitted or top-dose-only effect, or another doubt; inactive means no such curve, though single readings can be large; an effect the other way counts as inactive or inconclusive. Unless noted, on the % scale 0 is the no-effect control and ±100 the full control effect; potency means the concentration at half of the fitted maximal effect.

Each structure is followed by: KAT2A inh	FEN1 inhibitor	N370S GC
COC(=O)CSc1nc2c(c(=O)[nH]c(=O)n2C)n1CCC(C)C
  0%	2%	4%
CCn1ncc(S(=O)(=O)NCc2ccco2)c1C
  -3%	-5%	-5%
CC(CCN1C(Nc2ccccc2)=NC[C@@H]1C)c1ccccc1 (stereo partly drawn)
  1%	-6%	-1%
CCS(=O)(=O)c1ccc2oc(SCC(=O)NCCc3ccccc3)nc2c1
  -11%	-3%	-5%
COc1ccc(S(=O)CC(=O)Nc2ccc(Cl)cc2Cl)cc1 (stereo not drawn)
  0%	-3%	-15%
CCCN(C(=O)c1noc2c1COc1ccc(C)cc1-2)c1ccc(Cl)c(Cl)c1
  -4%	18%	x
CC1CCN(S(=O)(=O)c2ccc(S(=O)(=O)NCC3COCCO3)cc2)CC1 (stereo not drawn)
  -6%	-7%	0%
COc1cc(C(=O)NC(C)c2ccc(-n3ccnc3)cc2)cc(OC)c1C (stereo not drawn)
  -4%	-5%	-10%
O=C(Nc1ccccc1Br)N1CCN2CCCCC2C1 (stereo not drawn)
  -8%	23%	x
O=C(c1ccc(C(F)(F)F)cc1)N1CCC(=O)N([C@H](COCc2ccc(Cl)cc2)Cc2ccccc2)CC1
  -13%	x	15%
CCC(C(=O)NCCN1CCN(C)CC1)n1c(C)c2cnn(-c3ccccc3)c(=O)c2c1C (stereo not drawn)
  -4%	-3%	-1%
Cc1cc(C)c(NC(=O)Nc2ccc3snnc3c2)c(C)c1
  0%	0%	x
Nc1nnc(CCC2CCCCC2)s1
  -6%	5%	31%
COc1cccc(N(CC(=O)NC2CCCC2)C(=O)Cn2nnc(-c3ccc(C)cc3)n2)c1
  -10%	-1%	12%
Cc1ccc(C(=O)OCC(=O)Nc2cc(S(C)(=O)=O)ccc2Cl)cc1S(=O)(=O)N1CCCCC1
  -12%	4%	-5%
O=C1CCCCCN1CP(=O)(O)CN1CCCCCC1=O
  -1%	0%	-3%
Fc1ccc(CN2C3=NCCN3c3ccccc32)cc1
  -2%	12%	6%
Cc1cccc(NC(=O)COc2ccc(Br)cc2/C=N/O)c1
  -9%	-17%	14%
O=C(CN1CCCC1)Nc1c(Cl)cccc1Cl
  -4%	24%	-1%
O=C(COC(=O)c1cc([N+](=O)[O-])ccc1NCc1ccccc1Cl)NCC(F)(F)F
  29%	-8%	16%
O=c1c2cc(N3CCOCC3)ccc2[nH]c(=S)n1CCCN1CCCC1
  -14%	9%	2%
CCOC(=O)c1[nH]c(CSc2nnc(-c3ccc(OC)cc3)o2)c(C(=O)OCC)c1C
  -6%	0%	8%
COc1cccc(COc2cc3ccccc3nc2C)c1
  0%	u	6%
CCOc1ccc(NC(=O)C2CC=CCC2C(=O)O)cc1 (stereo not drawn)
  -8%	10%	8%
CCOC(=O)N1CCN(C(=O)COc2ccccc2OC)CC1
  -1%	-1%	7%
COc1ccc(-n2c(Cc3cccn3C)nnc2SCC(=O)Nc2cccc(C)c2C)cc1
  1%	-10%	11%
Cc1nc(-c2ccccc2)cn2c1nc1ccccc12
  -11%	-4%	21%
CN(C)S(=O)(=O)c1ccc(C(=O)Oc2cc(=O)[nH]c3ccccc23)cc1
  -5%	-5%	9%
O=C(Nc1c2c(nn1-c1ccc(F)cc1)CS(=O)C2)c1ccco1 (stereo not drawn)
  -1%	12%	2%
N#Cc1c2ccccc2nc2ccccc12
  -5%	-29%	6%
O=C(O)c1ccc(CSc2nnc(Cc3ccccc3)o2)cc1
  2%	0%	x
CC(CC(=O)O)CC(=O)Nc1cc(C(F)(F)F)cc(C(F)(F)F)c1 (stereo not drawn)
  -6%	-1%	-7%
CN(CCc1ccccn1)C(=O)CCC1CCCN(C(=O)c2cccc(N(C)C)c2)C1 (stereo not drawn)
  -4%	1%	10%
O=C(O)c1ccccc1/C=N/Nc1nc(N2CCCCC2)nc(N2CCCCC2)n1
  -2%	x	10%
C=CCC[C@@H](Cc1ccc(F)cc1)C(=O)OC[C@@H]1CCCN1C(=O)[C@@H](CC=C)CC(=O)N[C@@H](CO)Cc1ccccc1
  -11%	0%	x
CCc1c(O)nc(SCc2ccccc2)n(C(C)CC)c1=O (stereo not drawn)
  -2%	-3%	5%
COc1ccccc1N1CCN(C2CCCN(C(=O)c3ccnc4ccc(C)cc34)C2)CC1 (stereo not drawn)
  -18%	-1%	-8%
COc1ccc(-c2cc(C(=O)Nc3c(C)nn(Cc4ccccc4Cl)c3C)no2)cc1
  -3%	-2%	2%
CC(C)Oc1ccc(CNC(=O)C2=Cc3ccccc3OC2)cc1
  -4%	9%	x
COc1ccc(NC(=O)N(C)C[C@H]2Oc3ccc(NC(=O)Nc4c(C)noc4C)cc3C(=O)N([C@H](C)CO)C[C@@H]2C)cc1
  0%	4%	x
COc1ccc(CCN2CC(C(=O)N(C)Cc3ccc4nsnc4c3)CCC2=O)cc1 (stereo not drawn)
  -2%	8%	-4%
CCOc1cc(S(=O)(=O)NCCc2c(C)[nH]c3ccc(C)cc23)ccc1F
  -12%	-9%	x
COc1ccc(/C=N/Nc2cc(OC)ncn2)cc1
  -7%	-9%	-3%
O=C1/C(=N\S(=O)(=O)c2cccs2)C([n+]2ccc(CCCc3ccccc3)cc2)=C([O-])c2ccccc21
  -4%	-2%	1%
Cc1cc(C)n2cc(CSc3nncn3C)nc2n1
  -2%	1%	-3%
CNC(=S)N1C2CCCC1CC(NC(=O)c1ccc(F)cc1)C2 (stereo not drawn)
  0%	-4%	-22%
CCOc1c(Cl)cc(Cl)cc1CNCCSc1nnnn1C
  -5%	0%	x
CCN(CC)C(NC(=O)c1ccccc1)C(=O)c1ccccc1 (stereo not drawn)
  1%	-7%	14%
COc1ccccc1N(CC(=O)Nc1ccc(C(F)(F)F)cc1)S(C)(=O)=O
  -24%	4%	20%
CC(=O)c1cn(N2CCCCC2)c(=O)[nH]c1=O
  -26%	-8%	4%
CCOc1ccc(-c2nnc3ccc(SCC(=O)NCc4ccco4)nn23)cc1
  -18%	-19%	19%
O=C(O)c1ccc(OCCOc2ccccc2)cc1
  0%	19%	0%
NC(=O)c1[nH]cnc1N
  -5%&4%	3%&-5%	1%&0%
COCc1c(C(=O)OCC(=O)N(C)C2CCS(=O)(=O)C2)oc2ccccc12 (stereo not drawn)
  0%	0%	x
Cc1cccc(C(C)C)c1NC(=O)COC(=O)c1cccc(S(=O)(=O)N2CCc3ccccc3C2)c1
  -7%	11%	-2%
O=C(CC1NCCNC1=O)Nc1ccc(Cl)c(Cl)c1 (stereo not drawn)
  4%	7%	-9%
CCN(CC)S(=O)(=O)c1cc(C(=O)OCC(=O)Nc2cccc(Br)c2)ccc1F
  -9%	-7%	-5%
CCOC(=O)c1c(C)[nH]c(C)c1S(=O)(=O)N1CCC(C(=O)N2CCN(c3ccccc3F)CC2)CC1
  -20%	1%	x
CCC(C)(NC(=O)c1ccc2c(c1)OCO2)C(=O)NC1CCCCC1 (stereo not drawn)
  -1%	16%	-6%
O=C(NCCCCCCNC(=O)C1CCCC1)C1CCCC1
  -6%	-6%	3%

Continued.
Each structure is followed by: KAT2A inh	FEN1 inhibitor	N370S GC
S=c1[nH]nc(CSCc2ccc(Cl)cc2Cl)n1-c1ccccc1
  0%	-2%	27%
O=C(c1cc2cc(Br)ccc2s1)N1CCOCC1
  -7%	-7%	19%
CCn1nc(C)c(NC(=O)Nc2cccc(Cl)c2Cl)c1C
  -6%	14%	4%
Cc1ccc(NC(=O)COC(=O)c2cc(Cl)ccc2[N+](=O)[O-])c(C)c1
  0%	-5%	1%
CN1CCN(CCCNC(=O)c2cnn(-c3ccccc3)c2-n2cccc2)CC1
  -8%	-10%	x
O=C(NC(=S)Nc1ccc(CN2CCOCC2)cc1)c1ccc([N+](=O)[O-])cc1Cl
  -2%	-19%	-3%
O=C(Cc1ccc(F)cc1)N[C@@H]1c2ccccc2CC[C@@H]1O
  -4%	-10%	x
O=C(Nc1cc(-c2nc3ncccc3o2)ccc1Cl)c1cccs1
  -2%	-5%	-6%
CC/C(=N\NC(=S)NC(C)C)c1ccc(OC)c(OC)c1
  -5%	-18%	-14%
Cc1ccc2[nH]c(=O)c3cc(C(=O)NCCC(C)C)sc3c2c1
  3%	-2%	6%
O=C(c1ccc(C(F)(F)F)cc1)c1c[nH]c(C(=O)NCCCn2ccnc2)c1
  0%	1%	1%
O=C(COc1ccc(F)cc1)NCCc1nc2ccccc2[nH]1
  -7%	6%	x
Fc1ccc(C(c2nnnn2C2CCCC2)N2CCN(Cc3ccncc3)CC2)cc1 (stereo not drawn)
  -5%	5%	5%
COc1cc(C(=O)N2CCC3(CC2)NCCc2[nH]cnc23)cc(OC)c1OC
  -8%	2%	-13%
Cc1ccc(S(=O)(=O)c2c(C)nn(-c3ccccc3)c2OC(=O)c2ccccc2F)cc1
  -11%	17%	x
Cc1c(C(=O)N/N=C/c2ccccc2)[nH]c2c([N+](=O)[O-])cccc12
  -2%	-6%	-1%
CSc1n[nH]c2nc3c(c(=O)n12)C1(CCCC1)Cc1ccccc1-3
  -2%	10%	19%
Cc1ccc(C2(CC(=O)N3CCCC3)CCOC(C(C)C)C2)cc1 (stereo not drawn)
  -4%	-6%	7%
C#CC[N+]1(CC#Cc2ccccc2)CCCCC1
  -6%	11%	-6%
COc1ccccc1NS(=O)(=O)c1ccc(C(=O)N2CCCC(C)C2)cc1 (stereo not drawn)
  1%	-7%	-21%
CCCCCCOc1ccccc1C(N)=O
  -23%	x	u
COc1ccc(N2CCN(Cc3nnc(-c4ccccc4)o3)CC2)cc1
  -6%	2%	-2%
COC(=O)c1sc(-c2ccc(C(C)(C)C)cc2)cc1NC(=O)CCC(=O)O
  u	-4%	2%
COc1ccc(-c2cc(C(=O)N3CCCCCC3)c3ccccc3n2)c(OC)c1
  -23%	-24%	-7%
CC(=O)NC(Cc1cccc(F)c1)C(=O)NC1CCN(c2nnnn2-c2ccccc2)CC1 (stereo not drawn)
  -15%	-15%	-6%
CSc1cccc(NC(=O)N2CCN(c3cc(-c4noc(C)n4)ccc3C)CC2)c1
  -10%	-14%	x
CN(C(=O)COC(=O)c1n[nH]c2ccccc12)C1CCS(=O)(=O)C1 (stereo not drawn)
  -10%	-5%	-9%
COCCn1c(=O)c2c(nc3n2CCCN3Cc2ccccc2)n(C)c1=O
  -1%	-7%	-12%
CCCCC/C=C\CC1OC1CCCCCCCC(=O)O (stereo not drawn)
  13%	x	-1%&10%
O=C(/C=C/c1cc(Br)ccc1F)Nc1cccnc1
  -18%	0%	-1%
CC(C)CC1C(C#N)=C(N)SC(N)=C1C#N
  -11%	-15%	-3%
CCOC(=O)c1[nH]c(C)c(CCC(=O)N2CCN(c3cc(C)ccc3C)CC2)c1C
  -13%	-1%	x

Not all compounds are listed, so the mix of outcomes need not match the whole.
